Screening results (PubChem BioAssay)
SRC3 inh: SRC3 coactivator transcriptional activity inhibitors, primary screen, cell-based, luminescence | HEK293 GAL4-SRC3 luciferase reporter | inhibition, % at 3.6 µM | hit rate 0.17% among 360,000 | AID 588352, 2011;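 active = inhibition above a per-campaign cutoff, the mean of all compounds plus 3 SD, cut at about 60% in these data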;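 note: 0% = DMSO-treated cells and 100% = gossypol-treated cells at 36 µM; higher means less SRC3-driven luciferase light from the GAL4 reporter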
NOD2 RIPK2 PPI: NOD2-RIPK2 binding disruptors in cells, primary screen, fluorescence, CHO cells, BLA complementation. Receptor-interacting serine/threonine-protein kinase 2 (Homo sapiens), O43353. CCF4 ratio. inhibition, % at 4.98 µM. hit rate 0.38% among 360,000; in the data active = inhibition above about 21%;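 note: 0% = vehicle only and 100% = reference blocker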
Target sequence (O43353 whole entry, looked up): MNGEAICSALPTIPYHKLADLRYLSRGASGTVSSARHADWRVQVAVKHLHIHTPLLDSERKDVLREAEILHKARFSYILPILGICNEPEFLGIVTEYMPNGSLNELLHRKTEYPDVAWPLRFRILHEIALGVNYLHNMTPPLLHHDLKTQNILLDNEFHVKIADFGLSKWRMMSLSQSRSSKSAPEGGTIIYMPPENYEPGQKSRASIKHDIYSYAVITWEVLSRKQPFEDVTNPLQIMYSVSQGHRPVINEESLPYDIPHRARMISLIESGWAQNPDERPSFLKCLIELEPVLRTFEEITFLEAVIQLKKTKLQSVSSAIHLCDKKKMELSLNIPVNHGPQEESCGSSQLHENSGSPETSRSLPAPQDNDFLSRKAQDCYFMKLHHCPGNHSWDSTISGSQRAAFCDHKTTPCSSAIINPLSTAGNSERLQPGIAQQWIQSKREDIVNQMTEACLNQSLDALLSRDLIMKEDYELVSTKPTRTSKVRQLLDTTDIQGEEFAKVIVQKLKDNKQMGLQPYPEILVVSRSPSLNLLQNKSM
COUP-TFII inh: NR2F2 transcriptional activity inhibitors, primary screen, cell-based, luciferase reporter, HEK293T, luminescence. COUP transcription factor 2 (Homo sapiens), P24468. HEK293T NGFI-A luciferase reporter. inhibition, % at 8.6 µM. hit rate 0.7% among 370,000;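 active = inhibition above a per-plate cutoff, mean inhibition of test wells between control levels plus 3 SD, cut at about 38% in these data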;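 note: cells cotransfected with COUP-TFII expression vector driving the NGFI-A reporter; 0% = median of COUP-TF2 test wells and 100% = reporter-only cells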
Target sequence (P24468 whole entry, looked up): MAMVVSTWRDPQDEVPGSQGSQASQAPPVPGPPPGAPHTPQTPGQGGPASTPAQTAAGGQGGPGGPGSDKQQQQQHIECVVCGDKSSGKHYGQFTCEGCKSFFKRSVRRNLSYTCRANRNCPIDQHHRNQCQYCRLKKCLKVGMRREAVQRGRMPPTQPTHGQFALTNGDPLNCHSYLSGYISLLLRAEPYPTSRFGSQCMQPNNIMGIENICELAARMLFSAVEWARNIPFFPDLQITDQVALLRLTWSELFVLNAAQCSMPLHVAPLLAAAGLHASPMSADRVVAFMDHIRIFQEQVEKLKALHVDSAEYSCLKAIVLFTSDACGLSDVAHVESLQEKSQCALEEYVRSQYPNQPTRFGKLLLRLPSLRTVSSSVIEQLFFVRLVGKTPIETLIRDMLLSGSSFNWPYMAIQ
TRAIL sens C8: viability loss with TRAIL in NB7+C8 cells, primary screen, TRAIL sensitizer project, cell-based, ATPlite luminescence | inhibition (viability loss, TRAIL sensitization), % at 10 µM | hit rate 1% among 360,000;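 active = compounds causing at least 50% loss of cell viability in the single-dose screen, relative to plate controls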
NCOA1 inh: SRC1 coactivator transcriptional activity inhibitors, primary screen, cell-based, luminescence. hit rate 0.12% among 360,000. HEK293 GAL4-SRC1 luciferase reporter. inhibition, % at 3.6 µM;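 active = inhibition above the campaign mean plus 3 SD, with each screening campaign given its own cutoff, cut at about 60% in these data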;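 note: 0% = DMSO treated cells and 100% = gossypol at 36 µM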
SRC2 inh: inhibition of GAL4-SRC2 driven luciferase reporter, primary screen, SRC2 inhibitor project, cell-based, luminescence; hit rate 0.17% among 370,000; inhibition, % at 9 µM; HEK293 GAL4-SRC2 luciferase reporter; AID 651957, 2012;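 active = inhibition above the mean inhibition of all tested compounds plus 3 SD, set per campaign, cut at about 52% in these data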;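 note: 0% = DMSO treated cells and 100% = cells given Gossypol at 36 µM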
LMP1 NFkB inh: EBV LMP1-driven NF-kappaB luciferase reporter inhibitors, primary screen, cell-based, luminescence, single point. LMP1-induced NF-kappaB luciferase reporter cells. inhibition, % at 12.5 µM. hit rate 0.69% among 350,000. AID 504558, 2011; in the data active = inhibition above about 41%;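 note: 0% = neutral control wells and 100% = reference inhibitor control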
TROY NFkB inh: inhibitors of TROY-driven NF-kB signaling, primary screen, Q293 LMP1-TROYcd cells, NF-kB luciferase, uHTS; inhibition, % at 10 µM; Q293 LMP1-TROYcd NF-kB luciferase reporter, 4 h; AID 1347056, 2019; hit rate 0.98% among 360,000;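 active = compounds whose plate-normalised and pattern-corrected inhibition of the luciferase reporter signal at the single screening dose is 50% or more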
TLR9-MyD88 inh: inhibitors of TLR9-MyD88 association in cells, primary screen, cell-based, CHO, BLA complementation, fluorescence; Toll-like receptor 9 (Homo sapiens) + Myeloid differentiation primary response protein …; CCF4 FRET ratio; inhibition, % at 4.98 µM; hit rate 0.21% among 340,000;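 active = inhibition above the mean over all tested compounds plus 3 SD, cut at about 21% in these data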;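 note: 0% = DMSO only wells and 100% = clavulanate BLA inhibitor control wells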
Vif inh: HIV Vif self-association inhibitors, primary screen, imaging, HEK293T, single point. HEK293T cells, Vif self-association by quenched fluorescence, 24 h. AID 602346, 2012. inhibition, % at 7.49 µM. hit rate 0.35% among 340,000; in the data active = inhibition above about 50%, passing the limit was not always enough; note: some results filed as inactive read as strong as hits
NR5A2 inv ag: LRH-1 (NR5A2) inverse agonists, primary screen, cell-based, luminescence, HEK293T, StAR-luciferase reporter | Nuclear receptor subfamily 5 group A member 2 (Homo sapiens), O00482 | LRH-1 transfected, 24 h | inhibition, % at 3.6 µM | hit rate 0.13% among 360,000;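 active = inhibition above the mean inhibition of all tested compounds plus 3 SD, cut at about 73% in these data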;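 note: 0% = DMSO wells and 100% = reporter-only cells lacking LRH-1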
* = called active by the depositor.

How did C=CCNC(=S)N/N=C(\C)c1ccc(-n2ccnc2)cc1 do in these assays?
SRC3 inh: 6; NOD2 RIPK2 PPI: -4; COUP-TFII inh: 4; TRAIL sens C8: 1; NCOA1 inh: 2; SRC2 inh: -15; LMP1 NFkB inh: -12; TROY NFkB inh: -25; TLR9-MyD88 inh: -8; Vif inh: 6; NR5A2 inv ag: -8

Results for CCN(CCn1cccn1)C(=O)CC1C(=O)NCCN1Cc1ccc(OC)c(OC)c1 (centres undefined) ?
SRC3 inh: 15; NOD2 RIPK2 PPI: -2; COUP-TFII inh: -15; TRAIL sens C8: -5; NCOA1 inh: 8; SRC2 inh: -14; LMP1 NFkB inh: -1; TROY NFkB inh: -24; TLR9-MyD88 inh: 2; Vif inh: -17; NR5A2 inv ag: 15

Results for Cc1ccc(NC(=O)C2CCN(C(=O)c3ccccc3C)CC2)cc1 ?
SRC3 inh: 12; NOD2 RIPK2 PPI: -19; COUP-TFII inh: 22; TRAIL sens C8: -3; NCOA1 inh: 7; SRC2 inh: 21; LMP1 NFkB inh: 1; TROY NFkB inh: 1; TLR9-MyD88 inh: -8; Vif inh: -11; NR5A2 inv ag: 7

What do the screens show for `Cc1ccc(NC(=O)NC2(C(=O)NCc3ccco3)CCCCC2)cc1`?
SRC3 inh: -14; NOD2 RIPK2 PPI: 6; COUP-TFII inh: -15; TRAIL sens C8: 8; NCOA1 inh: -43; SRC2 inh: -17; LMP1 NFkB inh: -7; TROY NFkB inh: -9; TLR9-MyD88 inh: -7; Vif inh: 4; NR5A2 inv ag: -9

Results for COc1ccc(-c2coc3c(C(=O)NCCc4ccccc4)cccc23)c(C)c1 ?
SRC3 inh: -10; NOD2 RIPK2 PPI: -15; COUP-TFII inh: 1; TRAIL sens C8: 0; NCOA1 inh: -4; SRC2 inh: -6; TROY NFkB inh: 20; Vif inh: -11; NR5A2 inv ag: 14

Results for O=C(CCSCc1ccccc1Cl)NC1CCCCC1 ?
SRC3 inh: -1; NOD2 RIPK2 PPI: -15; COUP-TFII inh: -10; TRAIL sens C8: -6; NCOA1 inh: 2; SRC2 inh: -3; LMP1 NFkB inh: -10; TROY NFkB inh: -59; TLR9-MyD88 inh: 3; Vif inh: -5; NR5A2 inv ag: -5

What do the screens show for `CCN(CC(=O)NCc1ccc(F)cc1)C(=O)/C=C/c1ccc(OC)c(S(=O)(=O)NC(C)C)c1`?
SRC3 inh: 5; NOD2 RIPK2 PPI: -3; COUP-TFII inh: -17; TRAIL sens C8: 12; NCOA1 inh: 5; SRC2 inh: 16; LMP1 NFkB inh: 3; TROY NFkB inh: 11; TLR9-MyD88 inh: -5; Vif inh: 5; NR5A2 inv ag: 19

What do the screens show for `O=S(=O)(c1ccc(Cl)s1)N1CCN(Cc2ccccc2)CC1`?
SRC3 inh: 3; NOD2 RIPK2 PPI: 1; COUP-TFII inh: -1; TRAIL sens C8: -1; NCOA1 inh: 4; SRC2 inh: -5; LMP1 NFkB inh: -3; TROY NFkB inh: 4; TLR9-MyD88 inh: -8; Vif inh: 14; NR5A2 inv ag: 7

Results for O=C(CCCN1CCOC(c2ccccc2)C1)c1ccc(F)cc1 (centres undefined) ?
SRC3 inh: -8; NOD2 RIPK2 PPI: -4; COUP-TFII inh: 8; TRAIL sens C8: -6; NCOA1 inh: -9; SRC2 inh: -21; LMP1 NFkB inh: 3; TROY NFkB inh: -3; TLR9-MyD88 inh: 12; Vif inh: -5; NR5A2 inv ag: -12

How did CCOC(=O)C1CCCN(C(=O)C2CCN(Cc3nc(-c4ccc(Cl)cc4)oc3C)CC2)C1 (centres undefined) do in these assays?
SRC3 inh: 12; NOD2 RIPK2 PPI: 4; COUP-TFII inh: -7; TRAIL sens C8: 5; NCOA1 inh: -16; SRC2 inh: -7; LMP1 NFkB inh: 8; TROY NFkB inh: 13; TLR9-MyD88 inh: -8; Vif inh: 4; NR5A2 inv ag: -7

Results for COc1cccc(C(C)(O)c2nc(-c3cc4ccccc4o3)cs2)c1 (centres undefined) ?
SRC3 inh: -10; NOD2 RIPK2 PPI: -13; COUP-TFII inh: 28; TRAIL sens C8: 10; NCOA1 inh: -7; SRC2 inh: -3; TROY NFkB inh: -9; Vif inh: -13; NR5A2 inv ag: 22

Results for COc1cc(/C=C/C(=O)Nc2ccc3nc4n(c(=O)c3c2)CCCC4)cc(OC)c1OC ?
SRC3 inh: 18; NOD2 RIPK2 PPI: -13; COUP-TFII inh: 1; TRAIL sens C8: 9; NCOA1 inh: 31; SRC2 inh: 12; LMP1 NFkB inh: 15; TROY NFkB inh: 26; TLR9-MyD88 inh: -8; Vif inh: -19; NR5A2 inv ag: 15

What do the screens show for `Cn1c(=O)c(C(=O)CSc2nnc(Nc3ccccc3)s2)c(N)n(Cc2ccccc2)c1=O`?
SRC3 inh: 13; NOD2 RIPK2 PPI: -7; COUP-TFII inh: -8; TRAIL sens C8: 6; NCOA1 inh: 5; SRC2 inh: -16; LMP1 NFkB inh: -8; TROY NFkB inh: -10; TLR9-MyD88 inh: -4; Vif inh: -15; NR5A2 inv ag: 0

What do the screens show for `OC(c1ccccc1)(C1CCCCC1)C(CN1CCOCC1)c1ccccc1` (centres undefined)?
SRC3 inh: 6; NOD2 RIPK2 PPI: 5; COUP-TFII inh: 22; TRAIL sens C8: -6; NCOA1 inh: -7; SRC2 inh: 10; LMP1 NFkB inh: 3; TROY NFkB inh: 18; TLR9-MyD88 inh: -3; Vif inh: -7; NR5A2 inv ag: -2

Results for COc1cc2c(cc1OC)C(c1ccccc1C(F)(F)F)CC(=O)N2 (centres undefined) ?
SRC3 inh: 6; NOD2 RIPK2 PPI: 1; COUP-TFII inh: 9; TRAIL sens C8: 3; NCOA1 inh: 12; SRC2 inh: 5; LMP1 NFkB inh: 4; TROY NFkB inh: 10; TLR9-MyD88 inh: 0; Vif inh: -14; NR5A2 inv ag: -5

How did O=C(C(O)c1ccccc1)N1CCN(S(=O)(=O)c2ccc(F)c(F)c2)CC1 (centres undefined) do in these assays?
NOD2 RIPK2 PPI: -2; COUP-TFII inh: -4; TRAIL sens C8: -4; SRC2 inh: -2; NR5A2 inv ag: 7

Results for O=C(NCc1ccccc1)N(Cc1cc2cc3c(cc2[nH]c1=O)OCO3)CC1CCCO1 (centres undefined) ?
SRC3 inh: 12; NOD2 RIPK2 PPI: 1; COUP-TFII inh: 1; TRAIL sens C8: 4; NCOA1 inh: 0; SRC2 inh: -8; LMP1 NFkB inh: 2; TLR9-MyD88 inh: 2; Vif inh: 9; NR5A2 inv ag: -2

What do the screens show for `O=C(Nc1ccc(Cl)c(C(F)(F)F)c1)NC1CC2CCCC(C1)N2C1CC1` (centres undefined)?
SRC3 inh: 12; NOD2 RIPK2 PPI: -8; COUP-TFII inh: 15; TRAIL sens C8: 8; NCOA1 inh: 1; SRC2 inh: 2; LMP1 NFkB inh: 9; TROY NFkB inh: 10; TLR9-MyD88 inh: 3; NR5A2 inv ag: 7

How did CCC(C)Sc1ccc([C@H]2N[C@@](CC(C)C)(C(=O)OC)[C@H]3C(=O)N(C)C(=O)[C@@H]23)cc1 (some centres undefined) do in these assays?
SRC3 inh: -19; NOD2 RIPK2 PPI: 0; COUP-TFII inh: 6; TRAIL sens C8: -8; NCOA1 inh: -7; SRC2 inh: -10; LMP1 NFkB inh: -1; TROY NFkB inh: 11; TLR9-MyD88 inh: -9; Vif inh: 7; NR5A2 inv ag: 15

What do the screens show for `O=C(c1ccc(Cl)c(Cl)c1)N1CCCC1`?
SRC3 inh: 6; NOD2 RIPK2 PPI: -4; COUP-TFII inh: 19; TRAIL sens C8: -5; NCOA1 inh: -15; SRC2 inh: -23; LMP1 NFkB inh: -6; TROY NFkB inh: -1; TLR9-MyD88 inh: 9; NR5A2 inv ag: 2

What do the screens show for `CC(C)CCSc1nc2c(c(=O)[nH]c(=O)n2C)n1CCCc1ccccc1`?
SRC3 inh: -15; NOD2 RIPK2 PPI: -12; COUP-TFII inh: -20; TRAIL sens C8: 16; NCOA1 inh: -8; SRC2 inh: -11; LMP1 NFkB inh: -36; TROY NFkB inh: -1; TLR9-MyD88 inh: -7; Vif inh: -10; NR5A2 inv ag: 4

Results for C[C@@H]1CN([C@H](C)CO)C(=O)c2cc(NC(=O)Nc3ccc(C(F)(F)F)cc3)ccc2O[C@H]1CN(C)C(=O)Nc1ccc(F)cc1 ?
SRC3 inh: 5; NOD2 RIPK2 PPI: 2; COUP-TFII inh: -6; TRAIL sens C8: 19; NCOA1 inh: -19; SRC2 inh: -1; LMP1 NFkB inh: -7; TROY NFkB inh: 2; TLR9-MyD88 inh: 4; Vif inh: -1; NR5A2 inv ag: -5

Results for CC(C)(C)C(=O)Cn1nc(Cl)nc1Cl ?
SRC3 inh: -2; NOD2 RIPK2 PPI: -13; COUP-TFII inh: -1; TRAIL sens C8: -3; NCOA1 inh: 12; SRC2 inh: -5; LMP1 NFkB inh: 0; TROY NFkB inh: 1; TLR9-MyD88 inh: -7; Vif inh: -1; NR5A2 inv ag: -6

How did COC(=O)C1=C(C)N(CCc2ccc(OC)cc2)C(=O)C1 do in these assays?
SRC3 inh: 9; NOD2 RIPK2 PPI: -8; COUP-TFII inh: -4; TRAIL sens C8: -4; NCOA1 inh: 0; SRC2 inh: -20; LMP1 NFkB inh: -2; TROY NFkB inh: -6; TLR9-MyD88 inh: 7; Vif inh: 31; NR5A2 inv ag: -2

How did O=C(OCC(=O)N1CCc2ccccc21)c1ccc[n+]([O-])c1 do in these assays?
SRC3 inh: -31; NOD2 RIPK2 PPI: -6; COUP-TFII inh: -5; TRAIL sens C8: 0; NCOA1 inh: 9; SRC2 inh: -21; LMP1 NFkB inh: 0; TROY NFkB inh: -6; TLR9-MyD88 inh: 3; Vif inh: 15; NR5A2 inv ag: 3

How did CCOC(=O)CSc1nnc(CSc2nc3sc4c(c3c(=O)[nH]2)CCCC4)n1-c1ccccc1 do in these assays?
SRC3 inh: -14; NOD2 RIPK2 PPI: -8; COUP-TFII inh: 2; TRAIL sens C8: -4; NCOA1 inh: -10; SRC2 inh: 2; LMP1 NFkB inh: -1; TROY NFkB inh: 2; TLR9-MyD88 inh: 6; Vif inh: 7; NR5A2 inv ag: -1

What do the screens show for `O=C(c1cccs1)N1N=C(c2ccccc2)CC1c1ccccc1O` (centres undefined)?
SRC3 inh: 8; NOD2 RIPK2 PPI: 4; COUP-TFII inh: -14; TRAIL sens C8: -7; NCOA1 inh: 3; SRC2 inh: -5; LMP1 NFkB inh: -14; TROY NFkB inh: 0; TLR9-MyD88 inh: 2; Vif inh: 0; NR5A2 inv ag: -11

How did COc1ccc(NC(=O)CN(C)C(=O)c2c(-c3ccccc3Cl)noc2C)cc1 do in these assays?
SRC3 inh: 12; NOD2 RIPK2 PPI: -4; COUP-TFII inh: -9; TRAIL sens C8: -6; NCOA1 inh: -20; SRC2 inh: -21; LMP1 NFkB inh: 4; TROY NFkB inh: -12; TLR9-MyD88 inh: 0; Vif inh: -3; NR5A2 inv ag: 1

The list is partial, so the mix of outcomes need not match the whole.
